M1 antag = antagonists of human M1 muscarinic receptor; P11229; CHO-K1 hM1, Fluo-8 calcium fluorescence, ACh EC80 antagonist; inhibition, % at 3 µM; hit rate 1.3% among 360,000;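 active = percent inhibition above its own plate's cutoff, namely the mean of that plate's compound wells plus 3 SD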;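 also: peak over basal fluorescence ratio during 140 s after agonist addition; 0% = ACh EC80 plus DMSO and 100% = DMSO alone without agonist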
TAAR1 antagonist = human TAAR1 antagonism. inhibition, % at 3 µM. CHO RD-HGA16 TAAR1, Fluo-8 calcium fluorescence, antagonist. hit rate 1.5% among 360,000. Q96RJ0;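 active = inhibition above a per-plate cutoff, the mean inhibition of test compounds on that plate plus 3 SD, cut at about 49% in these data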;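 also: 0% = DMSO plus EC80 beta-PEA response and 100% = DMSO alone without agonist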
Target sequence (Q96RJ0 whole entry, looked up): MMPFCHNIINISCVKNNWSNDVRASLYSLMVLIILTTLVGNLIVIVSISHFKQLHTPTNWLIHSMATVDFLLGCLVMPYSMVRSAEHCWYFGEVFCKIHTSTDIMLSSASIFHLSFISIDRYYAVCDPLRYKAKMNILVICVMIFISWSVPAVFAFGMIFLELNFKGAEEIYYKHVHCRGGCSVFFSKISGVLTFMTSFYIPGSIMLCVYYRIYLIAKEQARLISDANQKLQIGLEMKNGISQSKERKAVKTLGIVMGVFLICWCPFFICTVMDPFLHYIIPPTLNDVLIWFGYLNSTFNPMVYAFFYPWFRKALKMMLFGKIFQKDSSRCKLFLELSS
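System: RD-HGA16 CHO cells with stable hTAAR1 and Gα16 | Probe or stimulus: EC80 β-phenethylamine stimulus | Dosing: 3 µM, single point | Times: Dye loading 75 min at 37 °C, then 30 min room temperature | Measured by: Fluo-8 calcium-sensitive fluorescence | Read-out basis: % inhibition of agonist calcium response | Replicates: n of 1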
CHO-K1 Ca antag = M1 antagonist counterscreen hit in parental CHO-K1 cells. hit rate 0.6% among 360,000. ATP-induced calcium, Fluo-8 fluorescence. inhibition, % at 3 µM;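 active = inhibition above a per-plate cutoff, the plate's mean sample inhibition plus 3 SD, cut at about 24% in these data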;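 also: 0% = DMSO plus EC80 ATP and 100% = DMSO alone without ATP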
OXTR potentiate = human OXTR potentiation. CHO-OTR cells, Fluo-8 calcium fluorescence, potentiator mode; 0% = oxytocin EC15, 100% = EC100. activation, % at 3 µM. hit rate 0.061% among 320,000. AID 2445;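 active = activation above that plate's cutoff, the mean activation of tested compounds plus 3 SD, cut at about 6.6% in these data, passing the limit was not always enough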;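 also: 100% uses oxytocin at 75 nM as the full agonist control; some results filed as inactive read as strong as hits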
Target sequence (P30559 whole entry, looked up): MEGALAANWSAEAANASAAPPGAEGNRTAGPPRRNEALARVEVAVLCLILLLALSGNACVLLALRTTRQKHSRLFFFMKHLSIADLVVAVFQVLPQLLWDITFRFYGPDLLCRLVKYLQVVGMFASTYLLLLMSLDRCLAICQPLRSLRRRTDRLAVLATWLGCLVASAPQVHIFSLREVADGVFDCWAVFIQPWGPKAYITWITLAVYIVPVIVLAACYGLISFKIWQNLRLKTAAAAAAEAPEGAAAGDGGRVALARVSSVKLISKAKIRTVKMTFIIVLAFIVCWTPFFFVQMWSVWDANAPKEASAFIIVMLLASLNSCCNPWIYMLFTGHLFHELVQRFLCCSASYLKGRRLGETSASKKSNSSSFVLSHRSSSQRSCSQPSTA
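Assay system: CHO cell line stably expressing human OTR | Also added: Oxytocin at about EC15, sub-maximal agonist stimulus | Times: Compound 6 min at room temperature before oxytocin, 100 s read | Measured by: Fluo-8 intracellular calcium fluorescence, ex 470-495, em 515-575 nm | Controls: EC15 oxytocin alone as 0%, 75 nM oxytocin as 100%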
M1 PAM parental = M1 PAM counterscreen hit in parental CHO-K1 cells. ATP EC20, Fluo-8 calcium fluorescence; 0% at ATP EC20, 100% at ATP max. activation, % at 3 µM. hit rate 0.02% among 360,000;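 active = activation above the run cutoff, the mean activation of all test compounds plus 3 SD, cut at about 40% in these data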;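 also: peak over basal fluorescence ratio in a 140 s read after ATP addition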
CHRM1 agonist = agonists of human M1 muscarinic receptor | hit rate 0.33% among 360,000 | activation, % at 3 µM | P11229 | AID 588814 | CHO-K1 hM1, Fluo-8 calcium fluorescence, agonist mode; 0% DMSO, 100% acetylcholine EC100;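 active = activation above the run's mean compound activation plus 3 SD, cut at about 16% in these data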;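 also: peak over basal fluorescence ratio within a 140 s kinetic read after compound addition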
M1 ag parental = nonselective activator or artifact in parental CHO-K1 cells; AID 602248; hit rate 0.48% among 360,000; Fluo-8 calcium fluorescence; scaled to maximal ATP response, vehicle zero; activation, % at 3 µM; in the data active = activation above about 15%;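 also: untransfected CHO-K1 host cells lacking M1 receptor as counterscreen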
TAAR1 agonist = agonists of human TAAR1. CHO RD-HGA16 TAAR1, Fluo-8 calcium fluorescence; vehicle wells 0%, saturating PEA agonist 100%. AID 624467. Q96RJ0. hit rate 0.99% among 360,000. activation, % at 3 µM;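 active = activation above the mean activation of all test compounds in the run plus 3 SD, cut at about 38% in these data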
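Test system: RD-HGA16 (CHO) cells co-expressing Gα16 and hTAAR1 | Doses: Single dose, 3 µM | Schedule: 17-24 h seeding, 75 min 37 °C dye, 30 min RT | Evaluation: % activation from peak over basal fluorescence ratio, DMSO-to-PEA scaled | Technique: Kinetic Fluo-8 calcium fluorescence | Benchmarks: Low control DMSO, high control PEA (EC100)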
CHO parental Ca = counter-screen: ATP calcium response change in parental CHO cells | AID 463079 | hit rate 0.63% among 330,000 | inhibition, % at 5.6 µM | parental CHO-K1, ATP-induced calcium, Fluo-8 fluorescence;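 active = inhibition above that plate's mean sample inhibition plus 3 SD, cut at about 26% in these data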;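 also: 0% = ATP-challenged DMSO wells and 100% = DMSO wells without ATP; some compounds past the cut are filed as inactive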
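Material – parental CHO cells · Reagent – ATP stimulus · Compound – single nominal dose of 5.6 µM per compound · Detection – Fluo-8 fluorescence · Read-out basis – percent inhibition of calcium signal · Controls – ATP-challenged DMSO wells low, unchallenged DMSO wells high · Repeats – no replicates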
Active calls of the source: *; / = not tested or not shown.

SMILES	M1 antag	TAAR1 antagonist	CHO-K1 Ca antag	OXTR potentiate	M1 PAM parental	CHRM1 agonist	M1 ag parental	TAAR1 agonist	CHO parental Ca
Cc1c(NC(=O)C(C)OC(=O)c2cc(Cl)ccc2O)c(=O)n(-c2ccccc2)n1C (stereo not drawn)	-6	-14	-5	-3	8	-3	0.0	2	-2
C=CCNC(=S)N(Cc1ccccc1)Cc1ccccc1	1	11	-7	0	22	-14	0.4	0	4
CCOC(=O)c1ccc(CNC(=O)C(Cc2c[nH]c3ccccc23)NC(C)=O)o1 (stereo not drawn)	3	2	-35	-4	14	0	0.1	12	-6
O=C(Nc1cccc(C(=O)N2CCOCC2)c1)c1cccnc1	-4	-10	-4	-8	4	-4	1.2	5	-3
COc1ccc(CCNC(=O)CS(=O)(=O)c2cn(CC(=O)N(C(C)C)C(C)C)c3ccccc23)cc1OC	-20	3	-6	1	-5	-6	-0.2	-1	-18
Cc1ccccc1OCC(=O)NCCC(=O)O	-3	15	-13	5	13	-1	0.4	11	-6
Cc1ccc(-n2ncc(C#N)c2/N=C/N2CCCCCC2)cc1	-15	2	12	-12	-5	-6	-0.4	-3	-4
O=C(NCCc1ccc(Cl)cc1)/C(=C/c1cccnc1)NC(=O)c1ccccc1	0	3	-1	-8	0	-8	1.1	2	-15
Cc1ccc(-c2nc(-c3cccnc3)sc2CC(=O)Nc2ccc3nc(C)sc3c2)cc1	2	7	-12	-7	25	-5	0.0	1	-22
Cc1ccc(NC(=O)C2CCN(C(=O)c3ccccc3C)CC2)cc1	-9	-1	3	-10	-6	-1	0.0	0	-7
CC(C)(C)CC(=O)N1CCN(Cc2ccc3c(c2)OCO3)CC1	-16	-5	-10	-14	23	-10	1.9	2	-1
CCN1CCC(=NNC(=O)c2ccco2)CC1	-20	-1	1	-13	15	-4	0.4	9	0
N#Cc1cnn2ccn(C3OC(CO)C(O)C3O)c12 (stereo not drawn)	-16	-4	-16	-5	17	-6	0.4	4	10
O=C(NCCN1CCOCC1)c1cc(Br)ccc1Cl	-11	-13	1	0	-13	-2	0.4	10	-3
Cc1ccc(CN=C2Nc3ccccc3CS2)cc1	3	8	-5	-5	15	-5	1.1	8	-23
CCNC(=O)N1c2ccccc2Sc2ccccc21	5	3	2	-13	17	-11	-0.4	12	5
O=C(CCNc1ccc(F)cc1)c1cc2ccccc2o1	-15	-6	-12	-4	13	-5	2.4	0	-15
Cc1cc(C)c(S(=O)(=O)NCc2csc(C)n2)c(C)c1	-2	-4	-11	/	2	-5	1.2	4	/
COc1ccc2c(c1)c1nnc(SCC(=O)N3C(C)CCCC3C)nc1n2C (stereo not drawn)	13	-4	7	-15	-7	-2	1.1	6	-19
CCOC(=O)C1CCN(C(=O)Cn2nc(C)c3c(C)n(-c4ccccc4)nc3c2=O)CC1	-5	-17	-23	-1	24	-3	0.8	3	-8
CCn1cc(C(=O)OCC(=O)Nc2c(C)cccc2C)c(=O)c2ccc(C)nc21	-4	8	4	-6	7	-7	-0.1	0	-11
CCC1C(=O)CC(c2ccccc2)NC1c1ccccc1 (stereo not drawn)	-1	-16	-11	-8	14	-13	-0.3	11	-36
COc1ccc2[nH]c(=O)c(CN(Cc3ccccc3OC)Cc3nnnn3CC3CCCO3)cc2c1 (stereo not drawn)	2	-13	-6	-2	17	-7	1.1	1	-31
COCOCCn1cc(CN2CCS(=O)(=O)N(Cc3ccc(-c4ccccc4)cc3)C(CC(C)C)C2=O)nn1 (stereo not drawn)	3	54*	-3	/	15	-5	5.5	15	/
Cc1ccc(Nc2cc(C)nc3ncnn23)c(C)c1	-16	-12	-23	3	16	-8	0.6	-2	-12
Cc1ccc(C)c(-n2c(SCC(=O)Nc3nonc3C)nnc2-c2ccoc2C)c1	-8	1	-4	-10	11	-4	0.4	20	-20
COc1ccc(CNC(=O)CCSCc2cccc(Cl)c2)c(OC)c1	-6	-1	-3	-6	12	-5	0.6	6	-21
CC1=C(C(=O)Nc2ccccc2)C(c2ccc(Cl)cc2)n2c(s/c(=C/c3cccc(OCC(=O)O)c3)c2=O)=N1 (stereo not drawn)	4	-3	-2	-7	5	0	0.1	6	-15
Cc1ccccc1NC(=O)c1c(Cl)nc(C)c(Cl)c1C	-8	-11	-15	-5	15	1	0.3	7	-17
Cc1nonc1NC(=O)CSc1nc2c(C)cccc2cc1C#N	5	25	-4	1	12	-3	4.1	12	9
O=C(Nc1nncs1)c1cccnc1Cl	-4	7	1	1	0	-5	-0.3	-1	-3
COc1ccc(/C=N/NC(=O)c2ccc3nc[nH]c3c2)cc1	30	16	8	-7	-15	-1	5.4	3	-1
COc1ccc(/C=C2\SC(=O)N(CCNC(=O)C3CC4C=CC3C4)C2=O)cc1 (stereo not drawn)	12	-8	-14	-22	-11	1	9.7	3	-22
O=C(CCc1nnc(Cc2ccc3c(c2)OCO3)o1)NC(c1ccccn1)C(F)(F)F (stereo not drawn)	-6	-9	1	-3	12	-7	0.0	3	4
Cc1cn(CC2COC(C)(C)O2)c(=O)[nH]c1=O (stereo not drawn)	-4	-4	-7	-9	23	-3	0.8	7	-12
CCn1cc(/C=C(\NC(=O)c2ccccc2F)C(=O)N2CCOCC2)c2ccccc21	7	/	-3	4	18	-2	1.9	/	-22
O=C(c1ccc2c(c1)OCCO2)N1CCN(S(=O)(=O)c2c(F)cccc2F)CC1	6	3	-10	-3	4	-1	0.0	2	-16
Cc1ccc(CN2C3=NC(=O)CN3c3ccccc32)cc1	-23	-9	-6	-4	22	3	0.2	4	2
O=C1[C@H]2[C@@H](c3ccccc3)N[C@]3(CCCN(CC4CCCCC4)C3=O)[C@H]2C(=O)N1Cc1ccccc1	-12	-8	3	/	6	-4	1.7	4	/
C[C@H]1CN(CCc2ccccc2)C(=O)[C@@H]1CC(=O)NCc1ccccc1	-18	8	-7	-4	7	-5	0.3	6	-10
CCCn1cnc2sc(CC)cc2c1=O	14	-4	0	3	-8	-10	-0.2	-1	5
O=C1NC[C@H](CCCCN2C[C@H](Cc3ccc(O)cc3)N(CCc3ccc(O)cc3)C(=O)C2=O)N(CCc2ccc(O)cc2)C1=O	/	14	-14	/	26	/	2.2	1	/
O=C(OCC(=O)N1CCOCC1)c1ccc2ccccc2c1	-2	-12	3	-2	-3	-5	0.4	3	6
Cc1ccc(OCC(=O)N/N=C2\CC(=O)CC(C)(C)C2)c(Br)c1	-19	-7	-1	/	0	-1	-0.1	2	/
CCOC(=O)C1CCCN(S(=O)(=O)c2ccccc2)C1 (stereo not drawn)	3	3	4	-3	8	-1	0.2	6	-4
O=C(NCC1CCCO1)/C(=C\c1ccccc1)NC(=O)c1ccccc1 (stereo not drawn)	-3	-3	-13	2	12	-3	0.5	0	-10
COc1ccc(CN2CCSc3sccc3C2=O)cc1	-4	-9	-5	-7	-8	-5	0.1	1	-13
CC(O/N=C/c1ccc(OC(F)F)cc1)C(=O)Nc1cccc(S(=O)(=O)N2CCOCC2)c1 (stereo not drawn)	-5	22	-6	-5	17	-5	3.3	1	-12
CCOc1ccc(S(=O)(=O)Nc2ccc3c(c2)OCO3)c2cccnc12	4	-5	-3	-9	3	0	1.1	5	-29
O=C(Nc1cc(C(=O)Nc2ccccc2C(=O)O)cc(C(=O)Nc2ccccc2C(=O)O)c1)c1ccccc1	-25	-52	5	-3	7	3	-0.2	-2	-1
Remaining list, next part
SMILES	M1 antag	TAAR1 antagonist	CHO-K1 Ca antag	OXTR potentiate	M1 PAM parental	CHRM1 agonist	M1 ag parental	TAAR1 agonist	CHO parental Ca
COc1ccccc1NC(=O)C(C)N1CCN(C/C=C/c2ccccc2)CC1 (stereo not drawn)	-4	-15	-8	-2	-2	-6	-0.5	13	-41
Cc1ccc(C)n1-c1nccc(-c2cccs2)n1	2	-4	-5	-1	11	-6	0.1	5	-11
COc1ccc(CNC(=O)c2ccc(C(C)C)cc2)cc1	3	-8	-1	2	-11	-2	0.6	-1	-7
C[C@H](CO)N1C[C@H](C)[C@@H](CN(C)C(=O)Nc2ccccc2)Oc2ccc(NC(=O)C3CCCCC3)cc2C1=O	-2	-2	4	-3	0	-4	0.7	10	-1
CN(CC(=O)NCc1ccco1)S(=O)(=O)c1cccc2cccnc12	-5	-23	2	-2	10	-5	0.1	0	-6
CCOc1ccccc1NC(=S)N(CCN(C)C)C(C)c1ccncc1 (stereo not drawn)	8	-25	-8	-4	12	-6	-0.2	0	-8
Cn1cc(Br)c(C(=O)Nc2nccs2)n1	-6	15	-2	-6	22	-7	0.8	1	-2
N#Cc1c(NCCCO)nc(-c2ccccc2)c2c1CCCC2	0	-5	-7	-17	19	-5	0.5	12	-6
CCCOC(=O)CC1C(=O)NCCN1C(=O)OC(C)(C)C (stereo not drawn)	5	-21	10	-1	15	-3	0.1	3	-6
Cc1ccc2c(c1)CC1(CN2C)C(=O)OC(C)(C)OC1=O	2	8	-5	/	9	-5	0.1	1	/
O=C(c1ccc([N+](=O)[O-])cc1)N1CCN(C(=O)c2cccs2)CC1	2	7	-8	-6	9	-11	0.0	4	-5
Cc1ccc(-c2nnc(SCC(=O)NC3CCS(=O)(=O)C3)nc2-c2ccc(C)cc2)cc1 (stereo not drawn)	-7	-1	-5	-6	-9	-3	0.6	-1	-6
Cn1c(N)c(C(=O)CSc2nc(N)cc(N)n2)c(=O)n(C)c1=O	-14	1	-5	-3	12	-2	-0.1	1	-7
COC(=O)CC1=C(C(=O)OC)[C@@H](c2ccccc2[N+](=O)[O-])C(C#N)=C(N)O1	-19	12	-7	-1	22	-3	1.4	0	-8
O=C1CCCCN1CCC(=O)N1CCCC(Nc2ccc(F)c(F)c2)C1 (stereo not drawn)	-7	-19	-11	-21	2	-6	0.6	0	-10
N#Cc1cccc(NC(=O)c2cc(C3CCCCN3C(=O)CCc3ccccc3)on2)c1 (stereo not drawn)	-4	24	-3	/	14	-2	2.2	15	/

Source: PubChem
